Source: PubChem (several laboratories)
M5 antag – blocks acetylcholine activation of human M5 receptor; inhibition, % at 3 µM; CHO-hM5 cells, Fluo-8 calcium fluorescence, ACh EC80; 360,000 compounds, 0.59% hits; AID 624040;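 active = inhibition above a per-plate cutoff, the mean of that plate's test compounds plus 3 SD, cut at about 27% in these data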;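 note: 0% = acetylcholine EC80 with DMSO and 100% = DMSO without agonist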
Target sequence (P08912 whole entry, looked up): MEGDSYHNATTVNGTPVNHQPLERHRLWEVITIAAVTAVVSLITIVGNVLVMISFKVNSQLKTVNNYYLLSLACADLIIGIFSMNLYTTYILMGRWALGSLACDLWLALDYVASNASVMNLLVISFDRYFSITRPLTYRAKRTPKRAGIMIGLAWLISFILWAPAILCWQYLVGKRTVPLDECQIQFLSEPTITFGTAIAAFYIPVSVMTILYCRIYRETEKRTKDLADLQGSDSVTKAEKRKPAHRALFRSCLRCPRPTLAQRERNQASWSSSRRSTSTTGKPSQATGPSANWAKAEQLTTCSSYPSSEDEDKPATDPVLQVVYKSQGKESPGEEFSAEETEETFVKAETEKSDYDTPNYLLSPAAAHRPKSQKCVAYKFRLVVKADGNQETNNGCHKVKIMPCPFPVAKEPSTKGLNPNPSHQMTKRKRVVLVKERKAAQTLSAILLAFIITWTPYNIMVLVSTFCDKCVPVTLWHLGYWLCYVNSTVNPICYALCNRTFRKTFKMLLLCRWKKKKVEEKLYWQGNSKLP
TAAR1 ag – human TAAR1 agonism | AID 624467 | 360,000 compounds, 0.99% hits | Q96RJ0 | CHO RD-HGA16 TAAR1, Fluo-8 calcium fluorescence; vehicle wells 0%, saturating PEA agonist 100% | activation, % at 3 µM;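 active = activation above the mean activation of all test compounds in the run plus 3 SD, cut at about 38% in these data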
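Test system: RD-HGA16 (CHO) cells co-expressing Gα16 and hTAAR1; dosing: one-point dosing at 3 µM (nominal); timing: 17-24 h seeding, 75 min 37 °C dye, 30 min RT; signal: kinetic Fluo-8 calcium fluorescence; read-out basis: % activation relative to PEA EC100 response; controls: DMSO and PEA EC100; replicates: n 1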
CHRM4 PAM – potentiates acetylcholine response at human M4 receptor | CHO-K1 hM4/Gqi5, Fluo-8 calcium fluorescence, ACh EC20; 0% = ACh EC20, 100% = maximal ACh | P08173 | 360,000 compounds, 0.4% hits | activation, % at 3 µM;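 active = activation above its plate's cutoff, the mean activation of sample wells plus 3 SD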; note: some results filed as inactive read as strong as hits
Target sequence (P08173 whole entry, looked up): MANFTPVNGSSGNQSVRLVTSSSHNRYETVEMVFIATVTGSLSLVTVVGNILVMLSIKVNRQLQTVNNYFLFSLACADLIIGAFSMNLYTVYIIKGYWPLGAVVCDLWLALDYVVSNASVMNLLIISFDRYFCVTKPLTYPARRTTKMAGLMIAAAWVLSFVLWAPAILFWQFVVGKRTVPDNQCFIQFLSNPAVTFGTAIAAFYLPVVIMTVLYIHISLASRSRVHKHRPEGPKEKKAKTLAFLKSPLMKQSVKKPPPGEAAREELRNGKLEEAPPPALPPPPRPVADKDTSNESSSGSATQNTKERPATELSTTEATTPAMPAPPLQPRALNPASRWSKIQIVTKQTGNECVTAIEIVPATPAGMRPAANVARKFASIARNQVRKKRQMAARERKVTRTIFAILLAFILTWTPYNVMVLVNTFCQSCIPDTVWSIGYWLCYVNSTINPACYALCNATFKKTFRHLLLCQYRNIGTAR
CHO-K1 Ca PAM – counter-screen for M1 PAMs: effect in parental CHO-K1 cells; ATP EC20, Fluo-8 calcium fluorescence; 0% at ATP EC20, 100% at ATP max; AID 602247; activation, % at 3 µM; 360,000 compounds, 0.02% hits;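 active = activation above the run cutoff, the mean activation of all test compounds plus 3 SD, cut at about 40% in these data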;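 note: peak over basal fluorescence ratio in a 140 s read after ATP addition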
CRFR2-BP ag – CRF-BP/CRF-R2 complex agonism; HEK293 CRF-R2/CRF-BP, calcium dye fluorescence (FLIPR); percent of saturating CRF peptide response; activation, % at 13.2 µM; 350,000 compounds, 0.46% hits;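 active = activation of at least 50%, plus an integration ratio under a set limit after plate pattern correction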;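 note: plate controls were neutral control wells without compound for no effect and CRF at EC100 for full effect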
CRFBP-R2 block – blocks CRF-induced signaling of the CRF-BP/CRF-R2 complex. HEK293 CRF-R2/CRF-BP, CRF-induced calcium fluorescence. inhibition, % at 11.8 µM. 350,000 compounds, 0.59% hits;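 active = inhibition of the ligand-induced calcium signal above about 50% at the single tested concentration, limit read from the data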
TAAR1 antag – antagonists of human TAAR1; CHO RD-HGA16 TAAR1, Fluo-8 calcium fluorescence, antagonist; Q96RJ0; inhibition, % at 3 µM; 360,000 compounds, 1.5% hits;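 active = inhibition above a per-plate cutoff, the mean inhibition of test compounds on that plate plus 3 SD, cut at about 49% in these data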;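 note: 0% = DMSO plus EC80 beta-PEA response and 100% = DMSO alone without agonist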
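Material: CHO RD-HGA16 cells bearing hTAAR1; compound dosing: one-point dosing, 3 µM nominal final; schedule: dye loading 75 min at 37 °C, then 30 min room temperature; measured by: calcium fluorescence with Fluo-8; control set: vehicle and agonist controls; replication: n of 1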
M5 PAM – positive allosteric modulators of human muscarinic M5 receptor. P08912. activation, % at 3 µM. 360,000 compounds, 0.3% hits. CHO-K1 hM5, Fluo-8 calcium, ACh EC20 PAM; 0% = ACh EC20, 100% = ACh EC100;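 active = activation above the run cutoff, the mean activation of all test compounds plus 3 SD, cut at about 18% in these data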
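system = human M5 receptor in CHO-K1 cells | compound = one concentration, 3 µM final (nominal) | schedule = Post-acetylcholine fluorescence recording 140 s | signal = Fluo-8 calcium dye fluorescence, kinetic read | benchmarks = low control EC20 acetylcholine (0%), high control EC100 acetylcholine (100%) | repeats = singlicate, one well per test compound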
CHRM5 agonist – agonists of human muscarinic M5 receptor (CHRM5) | P08912 | CHO-K1 hM5 cells, Fluo-8 calcium fluorescence; 0% DMSO wells, 100% maximal acetylcholine response | activation, % at 3 µM | 360,000 compounds, 0.19% hits | AID 624037;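 active = activation above the run's mean over test compounds plus 3 SD, cut at about 23% in these data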;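 note: signal is peak over basal fluorescence ratio across the kinetic read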
Numbers without * were called inactive; · = no result given.

Short keys: A = M5 antag; B = TAAR1 ag; C = CHRM4 PAM; D = CHO-K1 Ca PAM; E = CRFR2-BP ag; F = CRFBP-R2 block; G = TAAR1 antag; H = M5 PAM; I = CHRM5 agonist
Brc1cccc(CNCCCN2CCOCC2)c1
  A: -14 | B: 6 | C: -7 | D: 13 | E: -1.5 | F: 4 | G: -1 | H: 7 | I: -2
CCCNC(=O)C(Cc1ccccc1)NC(=O)c1ccccn1 (stereo not drawn)
  A: 5 | B: 19 | C: -1 | D: 5 | E: 1.7 | F: 6 | G: -4 | H: 1 | I: 1
Oc1ccccc1C1=NN(c2ccccc2)C(c2ccc(F)cc2)C1 (stereo not drawn)
  A: 11 | B: 2 | C: -7 | D: -3 | E: 2.1 | F: -19 | G: -12 | H: -4 | I: 0
CCC(C)Nc1nc(N)c([N+](=O)[O-])c(Nc2ccccc2OC)n1 (stereo not drawn)
  A: -6 | B: 0 | C: -5 | D: 9 | E: 0.2 | F: -6 | G: -6 | H: -9 | I: -9
Cc1csc(/C(C#N)=N/O)n1
  A: 3 | B: 2 | C: 14 | D: 25 | E: -0.6 | F: 8 | G: -1 | H: -1 | I: 3
CSc1nc(COC(=O)NC(C)C)c(COC(=O)NC(C)C)n1Cc1ccccc1
  A: 9 | B: 1 | C: 1 | D: 11 | E: · | F: · | G: -16 | H: -6 | I: -1
O=C(c1cc(COc2ccc(F)cc2Cl)on1)N1CCC(c2ccncc2)CC1
  A: 15 | B: 0 | C: -6 | D: 4 | E: -0.8 | F: 19 | G: 11 | H: -21 | I: 1
O=C(C[n+]1cccc(/C=N/O)c1)N(Cc1ccccc1)Cc1ccccc1
  A: 4 | B: 3 | C: -21 | D: 10 | E: 0.2 | F: 18 | G: -14 | H: -1 | I: -9
COc1cc(-c2cnc3c(NC(C)=O)cc(-c4ccc(N5CCN(C)CC5)cc4)cn23)cc(OC)c1OC
  A: 0 | B: 0 | C: 1 | D: 16 | E: · | F: · | G: -22 | H: -1 | I: -2
CC(C)CC(C(=O)O)N1C(=O)[C@@H]2[C@H](C1=O)[C@@H]1C[C@H]2C(Br)C1Br (stereo partly drawn)
  A: 2 | B: 1 | C: 16 | D: 17 | E: -1.9 | F: -6 | G: -20 | H: 1 | I: 0
CSc1ncc(Cl)c(C(=O)Nc2ccccc2[N+](=O)[O-])n1
  A: 0 | B: 16 | C: 4 | D: -1 | E: 1.0 | F: 13 | G: -16 | H: -1 | I: 0
CCOC(=O)C1CCCN(C(=O)c2cc(-c3cccs3)oc2C)CC1 (stereo not drawn)
  A: -2 | B: 1 | C: 11 | D: 1 | E: · | F: · | G: -10 | H: -3 | I: -1
Cc1onc(-c2ccccc2)c1C(=O)Nc1nnc(N2CCCCCC2)s1
  A: -7 | B: -2 | C: 10 | D: 24 | E: 0.5 | F: -4 | G: -31 | H: 8 | I: 2
CC(C)c1ccc(Cc2nnc(NCCCO)[nH]c2=O)cc1
  A: 16 | B: · | C: -2 | D: -13 | E: -0.7 | F: -3 | G: · | H: -9 | I: -6
O=C(Cc1ccccc1)Nc1ccccc1C(=O)N1CCCCC1
  A: 10 | B: 3 | C: 6 | D: -15 | E: 3.0 | F: 3 | G: -12 | H: -5 | I: 0
CC(C)(C)c1cc[n+](-c2[nH]c(=O)sc2/C=N/N=C(\[O-])c2ccccc2)cc1
  A: 7 | B: 1 | C: -2 | D: -7 | E: 3.7 | F: -18 | G: -4 | H: -1 | I: -5
Cc1ccc(Sc2cnc3ccccc3n2)cc1
  A: -4 | B: 10 | C: -1 | D: 15 | E: 17 | F: -16 | G: 2 | H: -3 | I: -3
CC(C)Cn1c(N)c(C(=O)COC(=O)c2cc(C3CC3)nc3ccccc23)c(=O)n(C)c1=O
  A: · | B: 30 | C: · | D: · | E: 1.8 | F: -13 | G: 43 | H: · | I: ·
O=C(N/N=C/c1ccc(Br)s1)c1ccccc1[N+](=O)[O-]
  A: 6 | B: 6 | C: 8 | D: 38 | E: -1.5 | F: -5 | G: 15 | H: -2 | I: -5
Cc1cc(=S)[nH]c2ccccc12
  A: 2 | B: 2 | C: 2 | D: 18 | E: 0.0 | F: 9 | G: -17 | H: 3 | I: 1

The listing continues:
Results follow in this order: M5 antag, TAAR1 ag, CHRM4 PAM, CHO-K1 Ca PAM, CRFR2-BP ag, CRFBP-R2 block, TAAR1 antag, M5 PAM, CHRM5 agonist
C/C(Nc1ccc(Cl)cc1)=C1/CCOC1=O
  6, 0, 2, -9, -1.8, 1, 5, -1, 4
COc1cc2c(cc1OC)CN(CCC(=O)c1ccc(Br)cc1)CC2
  13, 4, 5, -8, -0.7, -8, -3, 0, -5
O=C(c1ccccn1)N1CCCC(N2CCN(c3cccc(C(F)(F)F)c3)CC2)C1 (stereo not drawn)
  -3, -1, -1, 22, -0.2, -2, -3, 7, -3
O=C(NCCc1ccccc1)C1C(=O)Nc2ccccc2C(=O)N1C1CCCCC1 (stereo not drawn)
  9, 0, 3, ·, ·, ·, -2, -4, 0
COc1ccc(-c2sc3cc4c(cc3c2-c2ccc(OCCN3CCOCC3)cc2)OCO4)cc1
  -8, 2, 8, 6, 2.5, 20, -11, 5, 2
COc1ccccc1OCC(=O)Nc1cc(NC(=O)COc2ccccc2OC)cc(C(=O)O)c1
  14, 7, 3, -10, -1.3, 10, 2, -2, -1
CCOc1ccc2oc(C(=O)NC(C)(C)CC)c(C)c2c1
  7, 18, -9, -9, 0.2, -12, 0, 0, -1
O=C(O)c1ccc(Cl)c(S(=O)(=O)NCc2ccco2)c1
  1, 0, 5, 11, 0.1, -10, 0, -1, 0
O=S(=O)(N/N=C\c1ccc(-c2ccccc2Cl)o1)c1ccccc1
  -5, 4, 2, 10, -0.5, -3, -11, 5, -10
O=C(NC(=S)Nc1ccc(CN2CCOCC2)cc1)c1ccc(-c2ccc(Cl)cc2)o1
  ·, 1, ·, ·, -0.5, -16, -6, ·, ·
CC(=O)c1cc(Cl)ccc1OCC(=O)Nc1cccc(S(=O)(=O)N2CCCC2)c1
  0, 17, -3, 12, 2.3, 3, 10, 0, 3
CCOc1ccc(NC(=O)CN2CCN(CC(=O)Nc3ccc4c(c3)OCCO4)CC2)cc1
  3, 6, 13, 14, -1.3, -13, -4, -5, -3
Cc1cc(=O)[nH]c(N/N=C/C(C)c2ccccc2)n1 (stereo not drawn)
  -8, 0, 3, 20, -1.8, 5, -7, 10, 5
[O-]/C(=C(\C(=S)Nc1ccc(SC(F)F)cc1)[n+]1ccccc1)c1ccc(Cl)cc1Cl
  -8, -1, 1, -4, -0.2, -13, -9, 0, -2
Cc1ccc2nc(SC(C)C(=O)NC3CCCC3)[nH]c2c1 (stereo not drawn)
  1, 2, 15, 23, -7.1, -4, -16, 9, 1
O=C(Nc1ccc(F)cc1)Nc1ccc(S(=O)(=O)N2CCCC2)cc1
  9, 48*, -8, -17, 0.6, -13, 51*, -45, 8
C=CCNC(=O)/C(C#N)=C/c1ccc2c(c1)OCCO2
  7, 0, -5, 3, -2.4, 1, -12, 4, 2
CCC(=O)Nc1ccc(NC(=S)NC(=O)Cc2ccccc2)cc1
  -6, 27, 0, 3, 13, -27, -12, -8, 6
Cc1cccc(-n2ncc3c2CCCC3NC(=O)C2=CC(=O)CC(C)(C)O2)c1C (stereo not drawn)
  10, 3, -7, 18, -0.3, 12, 18, -7, -1
O=C(Nc1ccc(S(=O)(=O)Nc2ccccc2)cc1)C1COc2ccccc2O1 (stereo not drawn)
  11, 21, -8, 5, 1.0, -24, 16, -6, 4
FC(F)(F)C(F)(F)C(F)(F)c1nnc2ccc(N3CCOCC3)nn12
  0, 14, -1, 1, 5.7, -12, -4, -5, 1
COc1ccccc1CNS(=O)(=O)c1ccc(N2CCCC2)cc1Br
  2, 5, -8, -3, 0.6, 14, -8, -5, 1
CC(C)c1nnc(NC(=O)CCC(=O)NC2CCCCCC2)s1
  10, 3, 0, -3, -1.1, -10, -14, -4, -4
CCn1cc(CCCC(=O)NCc2cccnc2)c2ccccc21
  9, 4, 6, 11, 0.0, 8, 6, -6, -2
Cc1nn(-c2ccccc2)c(N)c1N=Nc1ccccc1
  -9, 4, -6, 6, 2.4, -6, -11, -1, -7
CCNC1(C(N)=O)CCN(Cc2ccccc2)CC1
  9, 2, 4, 2, -0.2, -5, -13, 7, -2
COc1ccc(CN(C(=O)c2cc3ccccc3oc2=O)C2CCCC2)cc1
  -8, 8, -4, 9, -1.2, -14, -3, 4, -4
COC(=O)C(C(=O)OC)C(C[N+](=O)[O-])c1ccc(O)c(OC)c1 (stereo not drawn)
  12, 1, -4, -4, -1.8, 14, -23, -6, 2
CCC(=O)c1ccc(OCC(=O)Nc2ccccc2N2CCCCC2)cc1
  1, 2, -2, 13, 1.5, 7, -11, -1, -4
Cc1ccc(C(=O)NN2CCOCC2)cc1[N+](=O)[O-]
  -3, 1, -3, -2, 0.2, 5, -13, -2, -1
CCn1c(SCC(=O)N(Cc2ccccc2)C2CCS(=O)(=O)C2)nc2ccccc2c1=O (stereo not drawn)
  -2, -1, 31*, 12, -0.6, -2, -14, 1, 0
CN1CCN(S(=O)(=O)c2cccc(C(=O)NC3CCCC3)c2)CC1
  2, 5, 12, -17, 1.5, -5, 3, 2, 1
CN(C)c1nc2c(c(=O)n(C)c(=O)n2C)n1CC(=O)c1cccs1
  5, 5, 0, 23, 0.0, 3, -19, -2, -2
COc1ccc(CN2CCCCCC2)cc1Br
  -1, -1, -2, 17, 40, -6, 2, -2, -17
O=C(N/N=C/c1ccc([N+](=O)[O-])o1)c1ccncc1
  -2, 2, 2, -13, 1.2, -1, 0, 8, 7
Cc1nn(-c2ccc(C(=O)O)cc2)c(C)c1Oc1ccccc1O
  4, -1, 11, 17, 0.6, -1, 8, 0, 2

Fetched by structure from the list above:
Results follow in this order: M5 antag, TAAR1 ag, CHRM4 PAM, CHO-K1 Ca PAM, CRFR2-BP ag, CRFBP-R2 block, TAAR1 antag, M5 PAM, CHRM5 agonist
Cc1cccc(-n2ncc3c2CCCC3NC(=O)C2=CC(=O)CC(C)(C)O2)c1C (stereo not drawn)
  10, 3, -7, 18, -0.3, 12, 18, -7, -1
Cc1cc(=S)[nH]c2ccccc12
  2, 2, 2, 18, 0.0, 9, -17, 3, 1
CCOc1ccc(NC(=O)CN2CCN(CC(=O)Nc3ccc4c(c3)OCCO4)CC2)cc1
  3, 6, 13, 14, -1.3, -13, -4, -5, -3
O=C(C[n+]1cccc(/C=N/O)c1)N(Cc1ccccc1)Cc1ccccc1
  4, 3, -21, 10, 0.2, 18, -14, -1, -9
CSc1ncc(Cl)c(C(=O)Nc2ccccc2[N+](=O)[O-])n1
  0, 16, 4, -1, 1.0, 13, -16, -1, 0
C=CCNC(=O)/C(C#N)=C/c1ccc2c(c1)OCCO2
  7, 0, -5, 3, -2.4, 1, -12, 4, 2
CCNC1(C(N)=O)CCN(Cc2ccccc2)CC1
  9, 2, 4, 2, -0.2, -5, -13, 7, -2
